High-throughput results from PubChem BioAssay.
NTR1 agonist = agonists of NTR1, primary screen, imaging, U2OS cells, beta-arrestin-GFP, high content (AID 493036). Neurotensin receptor type 1 (Homo sapiens), P30989. NTR1-U2OS beta-arrestin-GFP spot imaging, agonist mode. activation, % at 20 µM. 330,000 tested, 0.17% active;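 active means activation at or above 40% of the spot to cytoplasm intensity ratio, with at least 20 cells analyzed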;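 further: 0% = DMSO without peptide and 100% = 100 nM NTR1 peptide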
Target sequence (P30989 whole entry, looked up): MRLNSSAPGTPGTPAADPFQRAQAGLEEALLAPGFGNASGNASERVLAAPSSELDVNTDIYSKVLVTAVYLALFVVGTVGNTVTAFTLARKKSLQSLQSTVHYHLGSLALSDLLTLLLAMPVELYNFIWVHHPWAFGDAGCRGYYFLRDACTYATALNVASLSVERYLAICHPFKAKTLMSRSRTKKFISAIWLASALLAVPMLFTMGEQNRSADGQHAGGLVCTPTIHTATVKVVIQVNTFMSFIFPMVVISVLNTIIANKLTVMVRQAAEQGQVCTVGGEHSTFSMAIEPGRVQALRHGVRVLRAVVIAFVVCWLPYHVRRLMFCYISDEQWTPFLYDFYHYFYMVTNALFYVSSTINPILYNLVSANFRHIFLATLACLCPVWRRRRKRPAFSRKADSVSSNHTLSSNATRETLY
KOR beta-arrestin-1 = KOR antagonists, beta-arrestin recruitment, cell-based, luminescence, uHTS (AID 1778). Kappa-type opioid receptor (Homo sapiens). inhibition, % at 10 µM; hits with a dose series show IC50 in µM. KOR beta-arrestin recruitment, luminescence, antagonist mode; higher % means a stronger effect. 290,000 tested, 0.091% active; further: strong numbers were not always called active
CSM14.1 death rescue = rescue of cells from ER stress-induced death, primary screen, 384-well, CSM14.1, thapsigargin, ATP luminescence (AID 1222). CSM14.1 thapsigargin-induced death rescue, ATP luminescence; higher % means a stronger effect. one-dose cellular ATP content (survival), % at 20 µM; EC50 in µM for titrated hits. 190,000 tested, under 10 active;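 active means EC50 below 50 µM in the dose-response confirmation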;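 further: death triggered by thapsigargin at about 15 µM added after 2 h compound pretreatment; cell ATP read after overnight thapsigargin exposure of roughly 18 to 22 hours; normalized against plate controls of thapsigargin alone and 5% DMSO vehicle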
KOR beta-arrestin-2 = KOR agonists, beta-arrestin recruitment, primary screen, cell-based, luminescence, uHTS (AID 1777); Kappa-type opioid receptor (Homo sapiens); KOR beta-arrestin recruitment, luminescence; higher % means a stronger effect; activation, % at 10 µM; hits with a dose series show EC50 in µM; 280,000 tested, 0.02% active; in the data active means activation above about 50%, passing the limit was not always enough; further: a part of the inactive calls stands beside numbers as strong as those of hits
Yfh1-depleted yeast = enhancers of respiration in Yfh1-depleted yeast, dose response, Friedreich's ataxia, plus single-dose screen (AID 1465); S. cerevisiae Yfh1-off respiration, WST-1 reduction, 72 h; higher fold induction means a stronger effect; fold induction at 50 µM, or EC50 in µM where a hit was titrated; 220,000 tested, 0.074% active;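 active means fold induction of absorbance versus untreated yeast above a set limit, then at least 30% activation at any dose in follow-up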;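 further: activators that raise dye reduction in frataxin-depleted yeast; strong numbers were not always called active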
TNAP activation fold = human TNAP enzyme activators, primary screen, biochemical, luminescent, no phosphate acceptor, uHTS (AID 1001); purified TNAP, luminescent activation assay, no phosphate acceptor; higher activation fold means a stronger effect; activation fold at 20 µM; hits with a dose series show EC50 in µM; Alkaline phosphatase, tissue-nonspecific isozyme (Homo sapiens); 200,000 tested, 0.03% active; in the data active means activation fold from about 3, or a potency from the dose series; inactive means the rest, 99 in 100 with activation fold below about 1.6; further: many of its hits are not listed in these tables
NOD2 inhibition = NOD2 signaling inhibitors, cell-based, luminescence, uHTS, HEK293 (AID 1566) | HEK293 NOD2/NF-kB luciferase reporter, luminescence; higher % means a stronger effect | inhibition, % at 4 µM; hits with a dose series show EC50 in µM | 290,000 tested, 0.63% active; further: many of its hits are not listed in these tables
NOD1 NF-kB reporter = NOD1 signaling inhibitors, primary screen, cell-based, luminescence, uHTS (AID 1578) | NOD1-driven NF-kB luciferase reporter cells, luminescence; higher % means a stronger effect | inhibition, % at 4 µM; hits with a dose series show EC50 in µM | 290,000 tested, 1% active; in the data active means inhibition mostly above about 36%, no sharp cut-off; inactive means mostly below about 34%;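 further: HEK-293T reporter cells stimulated with the NOD1 agonist gamma-tri-DAP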
GPR55 activation = GPR55 agonists via beta-arrestin recruitment, primary screen, imaging, U2OS cells, beta-arrestin-GFP redistribution (AID 1961); G-protein coupled receptor 55 (Homo sapiens); U2OS GPR55 beta-arrestin-GFP redistribution imaging; higher % means a stronger effect; activation, % at 10 µM; hits with a dose series show EC50 in µM; 290,000 tested, 0.048% active;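 active means activation above 40% with more than 50 cells counted in the well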;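 further: U2OS osteosarcoma cells stably expressing GPR55 and beta-arrestin-GFP; plate controls were DMSO negative control for no effect and LPI positive control for full effect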
NTR1 agonist cell count 20 µM = also measured in NTR1 agonist; calls as there; cell count; measured here: cell count, cytotoxicity flag
* marks the source's active call; other numbers are inactive results; i = inactive; x = not tested or not shown; [ ] = another dose, or the depositor's remark. Unless noted, no stated cut-off is given here; in the data, active means inhibition above about 50%; inactive means the rest.

no.	Structure	NTR1 agonist	NTR1 agonist cell count 20 µM	KOR beta-arrestin-1	CSM14.1 death rescue	KOR beta-arrestin-2	Yfh1-depleted yeast	TNAP activation fold	NOD2 inhibition	NOD1 NF-kB reporter	GPR55 activation
1	CNC(=O)COC(=O)Cc1ccc(Cl)cc1	-0.6	104	-13%	-0.8%	-0.7%	i	1.1	4%	-41%	-0.7%
2	OCC1CCCN(Cc2ccc(-c3ccccc3)cc2)C1 (configuration not stated)	-0.4	53	-30%	-2.4%	14%	i	1	8%	-6%	-0.1%
3	Brc1cccc(OCCn2ccnc2)c1	18	101	-8%	-1.1%	-6.0%	i	1.1	20%	3%	0.1%
4	COc1ccc(C(=O)Cn2cnc3ccccc3c2=O)cc1	-0.2	41	-13%	x	-1.7%	x	x	-8%	-31%	-0.4%
5	CCC[n+]1c2ccccc2cc2ccccc21	8.2	77	1%	x	-22%	x	x	3%	5%	-0.1%
6	Nc1nc(-n2cnnc2)nn1-c1ccccc1	-1.5	54	5%	x	-1.3%	i	1.1	8%	-14%	-0.1%
7	COc1ccc(NS(=O)(=O)c2ccc(NC(=S)NC(=O)c3ccc(F)cc3)cc2)nn1	0.0	44	-1%	-2.3%	13%	i	1.1	0%	-35%	-0.3%
8	Cc1cc2ncn(-c3ncnc4scc(-c5ccccc5)c34)c2cc1C	2.2	62	-11%	0.8%	-1.8%	x	1	3%	61%	-0.1%
9	O=C(NCc1ccccc1Cl)C1CCCN1C(=O)Nc1ccccc1 (configuration not stated)	-0.6	57	-32%[20 µM]	x	-5.8%	x	x	-2%	-1%	-0.3%
10	C=CCn1c(Cc2cccs2)nnc1SCC(=O)Nc1ccc(C(=O)OCC)cc1	0.6	86	-27%	-2.0%	9.3%	i	0.9	8%	-32%	0.2%
11	CC(/C=N/NC(=O)CSc1nnc(SCc2ccccc2)s1)=C\c1ccco1	3.9	50	6%	0.0%	2.7%	x	1	-36%	-14%	-0.2%
12	C=CCCC(=O)Nc1ccc(COC(=O)N2CCOCC2)cc1	0.7	53	6%	-2.3%	-5.7%	i	1.1	10%	-6%	0.2%
13	Cc1nonc1NC(=O)c1oc2ccccc2c1C	-0.7	54	-19%	x	-1.3%	x	x	-19%	-40%	-0.2%
14	O=C(c1cc(-c2cccs2)nc2ccccc12)N1CCN(c2ccccc2O)CC1	5.9	34	11%	-2.4%	-0.8%	i	1.1	-3%	-23%	0.3%
15	O=C(Nc1ccccc1N1CCOCC1)c1ccc(S(=O)(=O)NCc2ccco2)cc1	-0.4	39	-43%	x	6.8%	i	1.1	-5%	24%	-0.5%
16	COc1ccc(C2C(C(=O)Nc3cccnc3)=C(C)Nc3nc(-c4ccco4)nn32)cc1 (configuration not stated)	8.2	64	0%	2.2%	2.6%	i	1.2	30%	10%	-0.1%
17	c1ccc(N2CCN(c3cnccn3)CC2)nc1	-2.8	85	28%	0.9%	-1.8%	i	1.1	14%	-14%	0.1%
18	O=C(COC(=O)c1ccccc1C(=O)c1ccccc1)NCCc1ccc(Cl)cc1Cl	13	77	2%	6.3%	37%	i	1.2	15%	-5%	-0.3%
19	COc1ccc(C(=O)OC(C(=O)c2ccccc2)c2ccccc2)cc1 (configuration not stated)	1.4	67	-8%	0.4%	0.6%	x	1	2%	7%	1.5%
20	COCCn1c(SCC(=O)Nc2cccc(S(N)(=O)=O)c2)nc2ccccc21	-1.6	40	-16%	-0.6%	-2.5%	i	1.1	12%	-23%	-0.1%
21	O=C(N1CCCC1)n1c(Cc2ccccc2)nc2ccccc21	0.5	63	1%	x	-1.2%	i	1.1	-14%	-25%	-0.1%
22	COc1ccc(OC)c(NC(=O)COC(=O)/C=C/c2c(C)nn(C3CCS(=O)(=O)C3)c2Cl)c1 (configuration not stated)	2.3	63	-49%	-0.7%	4.6%	i	1.1	1%	-5%	-0.2%
23	C=CCn1c(SCC(=O)Nc2cccnc2Cl)nnc1-c1ccccc1F	3.1	33	3%	-1.1%	0.4%	i	1	10%	-29%	-0.3%
24	O=C(NCCOC12CC3CC(CC(C3)C1)C2)c1cccc(Br)c1	1.8	45	-15%	2.6%	1.3%	i	1.1	0%	24%	-0.1%
25	COc1cccc(/C=N\NS(=O)(=O)c2ccccc2)c1OC	0.5	75	31%	x	7.0%	x	x	2%	-7%	-0.1%
26	COc1cccc(C(C(=O)NC2CCCC2)N(CCC(C)C)C(=O)CCC(=O)Nc2cc(C)on2)c1 (configuration not stated)	0.2	54	-3%	x	-0.2%	x	x	-13%	-36%	0.0%
27	C=CCOc1c(Br)cc(CNn2c(C)n[nH]c2=S)cc1OC	0.5	61	-51%	x	-2.8%	x	x	16%	-14%	-0.3%
28	COc1ccc(NC(=O)CN(c2ccccc2)S(=O)(=O)N(C)C)cc1Cl	0.5	50	7%	-2.2%	0.3%	i	1	-18%	-16%	-0.1%
29	CCN(CC)/C(N)=N/c1nc(C)cc(C)n1	0.0	60	-14%[20 µM]	-0.3%	-5.6%	i	1	9%	-13%	0.0%
30	COc1ccc(/C=C/C(=O)NC(=S)NNC(=O)c2cc(OC)c(OC)c(OC)c2)cc1	0.4	35	9%	x	-3.5%	i	x	22%	0%	-0.1%

Among those listed so far, 2 have fluorine.
no.	Structure	NTR1 agonist	NTR1 agonist cell count 20 µM	KOR beta-arrestin-1	CSM14.1 death rescue	KOR beta-arrestin-2	Yfh1-depleted yeast	TNAP activation fold	NOD2 inhibition	NOD1 NF-kB reporter	GPR55 activation
7	COc1ccc(NS(=O)(=O)c2ccc(NC(=S)NC(=O)c3ccc(F)cc3)cc2)nn1	0.0	44	-1%	-2.3%	13%	i	1.1	0%	-35%	-0.3%
23	C=CCn1c(SCC(=O)Nc2cccnc2Cl)nnc1-c1ccccc1F	3.1	33	3%	-1.1%	0.4%	i	1	10%	-29%	-0.3%

(list continues)
no.	Structure	NTR1 agonist	NTR1 agonist cell count 20 µM	KOR beta-arrestin-1	CSM14.1 death rescue	KOR beta-arrestin-2	Yfh1-depleted yeast	TNAP activation fold	NOD2 inhibition	NOD1 NF-kB reporter	GPR55 activation
31	Cc1cc(NC(=O)CSc2nc3c(sc4ccccc43)c(=O)n2CCc2ccccc2)n[nH]1	3.2	72	-24%	-0.1%	-1.2%	i	1.1	14%	-23%	0.3%
32	CSCCC(NS(=O)(=O)c1ccc2c(c1)oc(=O)n2C)C(=O)NCc1ccc(C)cc1 (configuration not stated)	0.5	65	-2%	x	2.0%	i	x	24%	-6%	0.3%
33	CCSc1nc(-c2cccs2)nc2ccccc12	9.8	55	0%	-0.7%	-5.3%	i	1.1	19%	-20%	-0.2%
34	CN(Cc1c(C(=O)N2CCc3ccccc3C2)nc2ccc(Cl)cn12)C(C1CC1)C1CC1	2.2	36	-32%[20 µM]	0.8%	x	i	1	7%	-27%	-0.1%
35	NS(=O)(=O)c1ccc(CNC(=O)CSc2nc3ccc(Cl)cc3[nH]2)cc1	1.6	57	-16%[20 µM]	x	6.8%	x	x	12%	13%	-0.3%
36	COCCNC(=O)c1cccc(OC2CCN(C(C)COc3ccccc3)CC2)c1 (configuration not stated)	-0.3	68	-40%[20 µM]	x	-0.5%	x	x	23%	13%	0.2%
37	CCOc1ccc(NC(=O)CN(c2ccc(OC)c(OC)c2)S(=O)(=O)c2ccc(C)cc2)cc1	-0.9	64	19%	x	-2.9%	x	x	-68%	15%	0.4%
38	C=CCn1c(SCC(=O)Nc2ccc3c(c2)CCC3)nnc1-c1cccs1	0.4	53	-6%	0.1%	-4.9%	i	1.1	22%	-18%	0.5%
39	O=S(=O)(/N=C/c1c(O)ccc2ccccc12)c1cccs1	-0.3	85	-26%	0.0%	-2.3%	i	0.8	8%	13%	-0.1%
40	CCn1cc(C(=O)N2CCCC(N3CCN(c4ccccc4C)CC3)C2)cn1 (configuration not stated)	-1.0	50	-26%	x	1.5%	x	x	16%	-8%	-0.1%
41	C=CCNC(=O)/C(C#N)=C/c1c(N2CCN(c3ccccc3)CC2)nc2c(C)cccn2c1=O	4.9	60	-3%	x	-5.6%	x	x	20%	5%	0.4%
42	CC(C)OCCCNC(=O)c1ccc2c(c1)S(=O)(=O)c1ccccc1C2=O	-0.6	70	-10%	x	0.0%	x	x	11%	-27%	0.3%
43	CCOC(=O)Nc1sc(C)c(C)c1C(N)=O	-0.6	90	-8%	-1.0%	-2.0%	i	1.1	12%	-29%	0.0%
44	C/C(=N\NC(=O)c1nnn(-c2nonc2N)c1-c1ccccc1)c1ccco1	1.4	56	-4%	x	1.2%	x	x	3%	-34%	-0.1%
45	O=C(O)COc1ccc(/C=N/n2cnc3scc(-c4cccs4)c3c2=O)cc1	x	x	-18%	-1.4%	23%	i	1	-10%	-19%	-0.3%
46	O=C(NC(=S)NC1CCCCC1)c1ccccc1	0.9	43	18%	x	-1.3%	x	x	2%	-29%	0.4%
47	CC1Oc2ccccc2C=C1/C=N/NC(=O)c1ccccc1 (configuration not stated)	4.9	77	16%	-3.2%	-3.6%	i	1.1	-60%	-36%	0.7%
48	COc1ccc(NC(=O)CN(c2ccc(OC)c(Cl)c2)S(=O)(=O)c2ccccc2)cc1	1.2	63	-12%[20 µM]	x	-3.0%	x	x	-6%	0%	0.0%
49	COC(=O)c1ccccc1NC(=O)C1CCN(S(C)(=O)=O)CC1	-1.9	51	26%	-0.8%	-3.6%	i	1.1	10%	-10%	0.4%
50	COc1ccc(C2/C(=C(/O)c3ccc4c(c3)CC(C)O4)C(=O)C(=O)N2Cc2ccncc2)cc1 (configuration not stated)	1.2	72	-5%	x	0.7%	x	x	10%	-16%	0.2%
51	Clc1ccc(/C=N/Nc2ncnc3ccccc23)cc1Cl	15	69	-12%	-0.9%	-0.4%	x	1.1	-77%	-66%	0.0%
52	COc1ccc(S(=O)(=O)N/N=C\c2ccccc2F)cc1	0.1	54	19%	x	-3.6%	x	x	6%	1%	-0.1%
53	CCc1cccc2c(N=O)c(O)[nH]c12	0.8	59	-6%	-2.2%	-2.3%	i	1.1	7%	-27%	-0.4%
54	CCc1c(C)nc(N2CCN(Cc3ccc4c(c3)OCO4)CC2)[nH]c1=O	-0.8	91	14%	x	-4.6%	x	x	-5%	-14%	-0.2%

Only part of the results is shown. The share of hits here may be higher or lower than overall.
